12-LOX inh: inhibitors of human 12S-lipoxygenase ALOX12; P18054; purified 12hLO, xylenol orange hydroperoxide absorbance; Potency, µM (doses to about 108 µM), inactives show at the highest dose activity change, negative = inhibition, usual class: inhibitors; hit rate 1.1% among 580,000; AID 1671190; further: potency means the concentration at half of the fitted maximal effect; on the % scale 0 is the no-effect control and ±100 the full control effect
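Purified human 12hLO (150 nM final) in 25 mM Hepes, 0.01% Triton X-100, pH 7.0 was preincubated 15 min at room temperature with compound. Then 40 uM arachidonic acid was added, 30 min. Hydroperoxide was read by Fe-XO absorbance ratio 573/405 nm.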
Glioma ERSR ind: inducers of ER stress response in human glioma cells; U87-MG GRP78 promoter luciferase reporter, 16 h; Potency, µM, without a hit: at the highest dose activation, actives largely listed as activators; hit rate 0.02% among 420,000; AID 602332; further: potency means the concentration at half of the fitted maximal effect; series mostly up to about 76 µM; % of control where 0% means no effect; nearly all actives have a fitted effect of over 35% in size
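Stably transfected U87-MG glioma cells carrying a GRP78-based luciferase sensor; 16 h compound incubation. Luminescence end-point read 10 min after Bright-Glo addition at room temperature.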
LDHA block: LDHA (human) enzyme inhibition. purified LDHA, NADH/diaphorase-resazurin fluorescence; hits give low values. AID 1347041. activity change, % (values are at about 110 or 230 µM). hit rate 0.15% among 480,000. P00338; in the data active means activity change below about -30%; inconclusive means mostly about -25% to -30%;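 further: plate controls were DMSO wells for no effect and wells without enzyme for full effect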
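Human LDH5 (2 nM) was incubated with 0.06 mM NADH and 0.2 mM pyruvate for 5 min at room temperature in Tris pH 7.4. Remaining NADH was coupled through diaphorase/resazurin, and resorufin fluorescence was read at 0 and 20 min.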
RGS4 inh: blocks human RGS4-accelerated GTP hydrolysis | Potency, µM (top dose mostly 114 µM), without a hit: at the highest dose activity change, negative = inhibition, hits mostly inhibitors | P49798 | AID 504845 | hit rate 0.039% among 390,000 | Transcreener GDP fluorescence polarization, RGS4-accelerated GTP hydrolysis; further: potency means the concentration at half of the fitted maximal effect; on the % scale 0 is the no-effect control and ±100 the full control effect; nearly all actives have a fitted effect of over 75% in size; some results filed as inactive show a strong effect at the top dose
Target sequence (P49798 whole entry, looked up): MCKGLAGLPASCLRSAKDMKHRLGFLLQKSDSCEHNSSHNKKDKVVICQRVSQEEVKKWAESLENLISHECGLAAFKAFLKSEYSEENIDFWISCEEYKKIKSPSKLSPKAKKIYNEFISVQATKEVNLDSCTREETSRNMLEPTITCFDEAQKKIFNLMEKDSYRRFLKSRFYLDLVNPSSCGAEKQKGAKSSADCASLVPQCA
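MLSMR compounds (23 nl, pin-transferred) preincubated 10 min at room temperature with a 500nM (2x) first reagent, then RGS4 at 900nM (2x) plus Transcreener GDP mix added; fluorescence polarization (620/688 nm) read before and after 90 min at 30 °C.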
D2 antag: antagonists of human D2 dopamine receptor; inhibition, % at 10 µM; HEK293 TREx D2 cells, calcium flux, dopamine EC80; P14416; hit rate 2% among 340,000; in the data active means inhibition above about 30%; further: 0% is about no effect
Target sequence (P14416 whole entry, looked up): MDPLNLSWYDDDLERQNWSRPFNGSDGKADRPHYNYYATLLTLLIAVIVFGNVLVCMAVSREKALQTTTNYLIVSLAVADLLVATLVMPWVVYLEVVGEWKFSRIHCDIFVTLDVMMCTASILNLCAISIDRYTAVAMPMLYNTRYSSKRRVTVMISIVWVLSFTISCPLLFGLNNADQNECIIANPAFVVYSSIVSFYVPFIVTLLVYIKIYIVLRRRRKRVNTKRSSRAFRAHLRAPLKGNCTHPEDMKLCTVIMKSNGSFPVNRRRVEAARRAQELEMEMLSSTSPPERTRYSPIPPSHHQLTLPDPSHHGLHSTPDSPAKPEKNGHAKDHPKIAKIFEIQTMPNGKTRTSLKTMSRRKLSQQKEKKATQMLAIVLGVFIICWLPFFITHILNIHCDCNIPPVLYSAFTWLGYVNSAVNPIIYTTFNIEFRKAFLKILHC
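Compounds are added to dye-loaded, induced HEK293 T-REx cells coupled to calcium release via D2; after a 3 min kinetic read an EC80 dopamine stimulus is given and fluorescence is recorded for 3 more min.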
Vif-A3F inh: inhibitors of Vif-A3F interaction | AID 602313 | hit rate 0.2% among 390,000 | Potency, µM (titrated, usually from 46.1 µM), inactives show top-dose activity, negative = active | HeLa A3F-eYFP + Vif (tagged APOBEC3F with the HIV-1 protein that degrades it), YFP fluorescence increase; further: potency means the concentration at half of the fitted maximal effect; % of control where 0% means no effect; nearly all actives have a fitted effect of over 65% in size
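HeLa cells stably expressing Vif plus C-terminally eYFP-tagged A3F were seeded, incubated overnight at 37 deg C, dosed with compound, incubated overnight again at 37 deg C. Yellow fluorescence (Ex 488/Em 500-530) reported blocked Vif-mediated A3F-eYFP degradation.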
D2 ag: agonists of human D2 dopamine receptor; AID 485358; activation, % at 2 µM; HEK293 T-REx D2 cells, calcium flux agonist mode; hit rate 0.53% among 340,000; P14416;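 active means activation over 3 SD above normal in the single-dose calcium agonist read, cut at about 30% in these data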; further: 0% is about no effect
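Agonism scored from kinetic calcium signal (1 read/sec, 180 s) following compound pin transfer, after a 10 s baseline. Cells: HEK293 Trex line expressing inducible D2 receptor coupled to calcium, dye-loaded after overnight culture at 30 C.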
Vif-A3G inh: Vif-A3G binding inhibition; Q9HC16; HeLa A3G-eYFP + Vif (tagged APOBEC3G with the HIV-1 protein that degrades it), YFP fluorescence, overnight; Potency, µM (highest dose often 46.1 µM), without a hit: top-dose activity, negative = active, usual class: inhibitors; hit rate 0.076% among 410,000; AID 602310;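 further: potency means the concentration at half of the fitted maximal effect; on the % scale 0 is the no-effect control and ±100 the full control effect; nearly all actives have a fitted effect of over 60% in size; hits raise eYFP signal because A3G escapes Vif-driven loss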
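Read-out is eYFP fluorescence (Ex 488/Em 500-530) from Vif-expressing HeLa A3G-eYFP cells; more signal means A3G escaped Vif-mediated degradation. Cells plated overnight, compound pinned in, incubated overnight at 37 deg C.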
ERG-DNA inh: ERG Ets/DNA interaction inhibition | Potency, µM (top dose mostly 76.9 µM), without a hit: at the top dose FP activity, negative = inhibition, usual class: inhibitors | AID 624246 | P11308 | hit rate 0.028% among 370,000 | fluorescence polarization, His-ERG Ets domain / labelled DNA; active means well fitted inhibition curve with a large enough effect in the polarisation, with a control signal flat; inconclusive means small, poorly fitted or top-dose-only effect, or effect the other way, or a change in a side signal; inactive means no such curve, though single readings can be large or run the other way; the % refers to the polarisation;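 further: polarization taken with two DNA probes labelled with fluorescein and Texas red; potency means the concentration at half of the fitted maximal effect; % of control where 0% means no effect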
Target sequence (P11308 whole entry, looked up, the tested form may be a part): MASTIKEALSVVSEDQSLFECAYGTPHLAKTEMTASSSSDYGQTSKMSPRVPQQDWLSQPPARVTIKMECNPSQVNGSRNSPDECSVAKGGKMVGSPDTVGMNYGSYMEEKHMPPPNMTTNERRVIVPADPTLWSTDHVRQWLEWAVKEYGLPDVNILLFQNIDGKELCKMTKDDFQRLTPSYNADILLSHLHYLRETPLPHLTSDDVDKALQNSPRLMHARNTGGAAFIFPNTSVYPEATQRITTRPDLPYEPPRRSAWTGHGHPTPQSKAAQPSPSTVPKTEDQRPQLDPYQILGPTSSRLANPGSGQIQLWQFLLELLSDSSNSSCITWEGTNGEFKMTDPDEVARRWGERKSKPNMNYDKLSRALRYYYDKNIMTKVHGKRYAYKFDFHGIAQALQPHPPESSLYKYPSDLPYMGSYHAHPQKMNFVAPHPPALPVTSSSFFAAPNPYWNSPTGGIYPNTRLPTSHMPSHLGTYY
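His-tagged ERG Ets domain (1 uM in the protein solution; 300mM KCl, 50mM Tris-HCl, 1mM EDTA, 1mM DTT, pH 7.5) received compound, then a probe mix of 5 nM fluorescein-DNA and 100nM Texas-615-DNA. Fluorescence polarization was read for both dyes.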
* = called active by the depositor; ? = inconclusive; nt = no result given; [ ] = another dose, or the depositor's remark. Unless noted, the call rests on the fitted dose curve; in most records, active means well fitted curve in the direction sought with a large enough effect; inconclusive means small, poorly fitted or top-dose-only effect, or another doubt; inactive means no such curve, though single readings can be large; an effect the other way counts as inactive or inconclusive. An excerpt; rates above refer to the full screens.

SMILES	12-LOX inh	Glioma ERSR ind	LDHA block	RGS4 inh	D2 antag	Vif-A3F inh	D2 ag	Vif-A3G inh	ERG-DNA inh
CCN(C(=O)Cn1c(=O)n(Cc2ccc3c(c2)OCO3)c(=O)c2ccc(C(=O)NC3CCCCC3)cc21)c1cccc(C)c1	0%	-3%	-4	-4%	nt	8%	1.0	-1%	5%
Cc1ccc(C)c(N2CCN(C(=O)Cn3cccc3)CC2)c1	-14%	-4%	-1	-21%	6	-15%	-1.0	-4%	0%
CC(=O)C1=C(O)C(=O)N(CCNCCO)C1c1ccccc1 (configuration not stated)	-19%	-5%	-1	-27%	10	-2%	-0.6	6%	-6%
Cc1ccc(N(CC(=O)NC(C)C)C(=O)CCC(=O)Nc2nccs2)c(C)c1	70%[activator]	-5%	-3	14%	-13	1%	-1.1	2%	-4%
Fc1ccc(CN2C3=NCCCN3c3ccccc32)cc1	-6%	-4%	-8	-13%	-17	4%	0.3	0%	3%
COC(=O)CC1=Nc2ccccc2NC(=O)C1	0%	-3%	-8	-11%	-5	-1%	0.5	-4%	5%
COc1ccc(NC(=O)c2cccc(S(=O)(=O)N3CCN(c4ccccc4)CC3)c2)c(OC)c1	?	-1%	6	-34%	20	-5%	-0.9	0%	5%
CCOc1ccccc1NC(=S)NCCc1ccccc1	?	-2%	3	-16%	nt	-14%	nt	-2%	-16%
COC(=O)Nc1cc([N+](=O)[O-])ccc1OC	-4%	-1%	-11	-15%	-6	-6%	1.6	0%	-9%
COc1cc2c(cc1NC(=O)/C=C/c1ccccc1)oc1ccccc12	0%	-4%	-9	-7%	-12	2%	0.3	3%	nt
Cc1ccc(C(=O)NCC(=O)OCCOc2cccc(Cl)c2)cc1	-3%	-1%	-1	-43%	6	-5%	0.0	-4%	-4%
Cc1cc2nc(CCN(C(=S)NCC3CCCO3)C3CCCC3)[nH]c2cc1C (configuration not stated)	-17%	0%	0	-21%	31*	3%	0.4	0%	-1%
Cc1ccc(-n2nc(C)cc2Nc2ncc(Cl)cc2Cl)cc1	0%	-3%	4	-5%	6	2%	0.5	-17%	-2%
Cn1cc(C(=O)Nc2cccc(F)c2)cn1	-24%	3%	-5	-29%	nt	7%	nt	-2%	1%
O=c1[nH]c(CSc2nnc(Nc3ccccc3)s2)nc2ccccc12	14%	1%	-2	-53%[56.9 µM]	10	-7%	0.8	4%	9%
CCc1ccccc1NC(=O)CC1CS(=O)(=O)CC1CC(=O)Nc1ccccc1CC (configuration not stated)	-9%	-2%	0	-26%	-4	1%	-0.4	1%	2%
O=C(NC1CCCN(CCc2ccccc2)C1)c1c[nH]c2ccccc12 (configuration not stated)	0%	-5%	-12	22%	19	1%	0.2	0%	-1%
CCOC(=O)C1(CC/C(C)=N\NC(N)=O)CC(C)(C)OC1=O (configuration not stated)	-13%	4%	2	5%	-19	10%	0.2	1%	9%
Cc1ccccc1N1CCN(C2CCCN(C(=O)c3cn4cccc(C)c4n3)C2)CC1 (configuration not stated)	-16%	0%	-2	-20%	nt	3%	nt	-1%	6%
FC(F)(F)c1cccc(Oc2cc(C(F)(F)F)nc(-c3ccccn3)n2)c1	-7%	-5%	-4	2%	nt	3%	nt	1%	4%
COc1ccc(C(C(=O)NC2CCCC2)N(C(=O)c2snc(-c3ccc(F)cc3)c2N)c2ccc(F)cc2)cc1 (configuration not stated)	-2%	-4%	-7	-26%	3	5%	-1.2	-5%	-6%
Cc1ccc(NC(=O)c2c(C)oc3ccc(O)c(CN4CCCC4)c23)c(C)c1	?	-1%	-7	-23%	nt	1%	-1.1	3%	-2%
CCOc1cc(S(=O)(=O)NCc2ccncc2)ccc1Cl	-13%	-5%	-9	5%	-10	-23%	0.2	-5%	-2%
COCCCN(Cc1cccs1)S(=O)(=O)c1csc(C(N)=O)c1	-20%	-6%	-4	4%	7	-5%	2.1	0%	6%
CCOc1ccccc1NC(=O)Cn1nnc(C(=O)NCc2ccc3c(c2)OCO3)c1N	-11%	-4%	-9	-3%	-13	8%	-0.8	?	4%

Single records, as listed above. Order of screens: 12-LOX inh | Glioma ERSR ind | LDHA block | RGS4 inh | D2 antag | Vif-A3F inh | D2 ag | Vif-A3G inh | ERG-DNA inh
Record of `CCc1ccccc1NC(=O)CC1CS(=O)(=O)CC1CC(=O)Nc1ccccc1CC` (configuration not stated) = -9% | -2% | 0 | -26% | -4 | 1% | -0.4 | 1% | 2%
Record of `Cc1ccc(-n2nc(C)cc2Nc2ncc(Cl)cc2Cl)cc1` = 0% | -3% | 4 | -5% | 6 | 2% | 0.5 | -17% | -2%

In the list so far, these have a furan ring, fused or not.
SMILES	12-LOX inh	Glioma ERSR ind	LDHA block	RGS4 inh	D2 antag	Vif-A3F inh	D2 ag	Vif-A3G inh	ERG-DNA inh
COc1cc2c(cc1NC(=O)/C=C/c1ccccc1)oc1ccccc12	0%	-4%	-9	-7%	-12	2%	0.3	3%	nt
Cc1ccc(NC(=O)c2c(C)oc3ccc(O)c(CN4CCCC4)c23)c(C)c1	?	-1%	-7	-23%	nt	1%	-1.1	3%	-2%

Further results
SMILES	12-LOX inh	Glioma ERSR ind	LDHA block	RGS4 inh	D2 antag	Vif-A3F inh	D2 ag	Vif-A3G inh	ERG-DNA inh
c1ccc(-c2ccc(-c3ccccc3)[nH]2)cc1	-14%	-1%	-10	-39%	nt	?	nt	-7%	-13%
O=[N+]([O-])c1cc(C(F)(F)F)ccc1-n1nnc2ccccc21	13%	-2%	-6	7%	-6	-20%	-1.3	3%	-5%
Cc1ccc(CNC(=O)COC(=O)c2ccc(S(=O)(=O)N3CCOCC3)cc2)cc1	-9%	-1%	-2	30%	nt	5%	nt	1%	-3%
Cc1ccc(CNC(=O)C2CCCN2C(=O)Nc2ccccc2)cc1 (configuration not stated)	-2%	-7%	0	0%	0	2%	0.1	1%	-4%
Cn1cc(CN2CCC(C(=O)NC(c3ccc(-c4ccccc4)cc3)c3cnccn3)CC2)c2ccccc21 (configuration not stated)	?	-14%	-5	nt	nt	nt	nt	-27%	nt
COC(=O)c1sccc1NC(=S)N1CCN(c2ccccc2)CC1	13%	-4%	-5	11%	2	2%	4.5	0%	-2%
CCOC(=O)C1C(c2ccc(Cl)cc2)NC(=S)NC1(O)C(F)(F)F (configuration not stated)	-54%	-4%	-6	-33%	9	10%	0.4	3%	-4%
CCOC(=O)c1c(NC(C)=O)c2c3c(sc2n1Cc1cc(C)ccc1C)CCCC3	-13%	nt	-9	16%	nt	nt	nt	nt	-4%
COc1ccc(C2(C)NC(=O)N(CC(=O)Nc3ccc(S(=O)(=O)N4CCCC4)cc3)C2=O)cc1 (configuration not stated)	-2%	3%	-1	-15%	-3	-11%	3.1	2%	2%
O=C(O)c1ccc(S(=O)(=O)NCC2CCCO2)cc1 (configuration not stated)	5%	-3%	-15	-21%	13	-3%	0.7	3%	14%
COCCN(Cc1cc2cc3c(cc2nc1Cl)OCO3)C(=O)Nc1ccccc1OC	23%	-5%	-6	-12%	-3	1%	5.0	-1%	nt
COc1ccc(Cl)cc1NC(=O)CSc1nc(NS(=O)(=O)c2ccccc2)cc(=O)[nH]1	-10%	-6%	-1	-28%	-1	-18%	1.3	0%	-9%
Cn1c(SCc2cccc(Cl)c2)nc(C(F)(F)F)cc1=O	6%	-4%	-1	18%	4	-10%	2.0	3%	-1%
O=C1CC(c2ccco2)CC2=C1C(c1ccc(O)cc1)n1nc(C(F)(F)F)nc1N2 (configuration not stated)	nt	-4%	1	-26%	nt	nt	nt	-1%	nt
COc1ccc(N(C(=O)Cc2cccs2)C(C(=O)NC2CCCCC2)c2cccn2C)cc1OC (configuration not stated)	0%	-4%	-6	-25%	-12	1%	-0.6	0%	-1%
O=C(COc1ccc(Cl)cc1)NC(=S)Nc1ccccc1N1CCOCC1	?	-6%	-6	-5%	-30	-4%	1.2	0%	3%
Cc1ccc2oc(=O)c3cnn(CC(=O)Nc4ccccc4N4CCN(C)CC4)c3c2c1	18%	-6%	-4	12%	-10	6%	0.3	7%	-14%
Cc1ccc(S(=O)(=O)N2CCN(CC(=O)NC(=O)NCc3ccccc3)CC2)cc1C	-10%	-1%	-3	12%	5	1%	0.4	-4%	0%
CCN(CC)S(=O)(=O)c1ccc(/C=C/C(=O)OCC(=O)NCc2ccc3c(c2)OCO3)cc1	1%	1%	3	7%	-6	-32%	0.7	-3%	-2%
CC(=O)Nc1ccc(C)cc1NC(C)=O	3%	-4%	2	-46%	35*	-4%	-0.6	1%	2%
Cc1ccc(S(=O)(=O)c2cn(CC(=O)Nc3ccccc3)c3cc4c(cc3c2=O)OCO4)cc1	?	-1%	-1	4%	nt	3%	1.1	-14%	-5%
COC(=O)C(Cc1c[nH]c2ccccc12)NC(=O)c1cncc(Br)c1 (configuration not stated)	-11%	-2%	-8	30%	5	-2%	-0.7	-2%	0%
Cc1ccc2nc(C)c(C(=O)N/N=C/c3ccc(C(=O)O)cc3)cc2c1	-16%	-4%	-10	2%	2	0%	0.7	-3%	-3%
CC1CCCC(C)N1CCNC(=O)Cn1nc(-c2ccccc2)ccc1=O (configuration not stated)	1%[57.4 µM]	-3%	2	2%	26	-1%	0.3	4%	-3%
CCS(=O)(=O)N1CC(=O)N(c2cc(Cl)ccc2C)C(C)(C(=O)NC2CCCCCC2)C1 (configuration not stated)	-27%	-2%	-12	0%	nt	0%	-0.3	2%	-6%
Cc1ccc(C(=O)NCC(c2ccco2)S(=O)(=O)c2ccc(Cl)cc2)cc1C (configuration not stated)	0%	2%	-1	-6%	nt	0%	0.7	2%	6%
